Pol iota inh – inhibitors of human DNA polymerase iota; Q9UNA4; Pol iota fluorescent replication assay, 10 min; Potency, µM (highest dose often 115 µM), for inactives: at the highest dose activity, negative = inhibition, hits mostly inhibitors; 390,000 tested, 1% active; further: potency means the concentration at half of the fitted maximal effect
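Pol iota at 10 nM preincubated 15 min with compounds at room temperature; reaction started with fluorescent substrate, 50 nM final. Fluorescence read kinetically at 0 and 10 min; buffer-only wells as negative control.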
Glioma ERSR ind – induces the endoplasmic reticulum stress response in human glioma cells. U87-MG GRP78 promoter luciferase reporter, 16 h. Potency, µM, inactives show at the top dose activation, usual class: activators. 420,000 tested, 0.02% active; further: potency means the concentration at half of the fitted maximal effect; series mostly up to about 76 µM; % of control where 0% means no effect; nearly all actives have a fitted effect of over 35% in size
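Stably transfected U87-MG glioma cells carrying a GRP78-based luciferase sensor; 16 h compound incubation. Luminescence end-point read 10 min after Bright-Glo addition at room temperature.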
Pol beta inh – blocks human DNA polymerase beta activity; AID 485314; P06746; Potency, µM (doses to about 114 µM), for inactives: at the top dose activity change, negative = inhibition, usual class: inhibitors; Pol beta primer extension/strand displacement, fluorescence kinetic; 340,000 tested, 1.3% active; further: potency means the concentration at half of the fitted maximal effect; on the % scale 0 is the no-effect control and ±100 the full control effect
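Preincubation: enzyme (10 nM) with compound, 15 min, RT. Reaction: substrate added to 50 nM final. Reads: 0 and 10 min. Analysis: normalized, Hill fit.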
Apoferritin bind – candidate novel general anesthetic via apoferritin binding | P02791 | apoferritin/1-aminoanthracene competitive binding, fluorescence | Potency, µM (top dose mostly 77.5 µM), for inactives: at the highest dose activity change, negative = displacement, most hits filed as inhibitors | 350,000 tested, 0.074% active | AID 485281; further: potency means the concentration at half of the fitted maximal effect; on the % scale 0 is the no-effect control and ±100 the full control effect; nearly all actives have a fitted effect of over 20% in size
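Horse-spleen apoferritin (10 uM) in 50% saturated 1-aminoanthracene in PBS was incubated 10 min at room temperature with compound. Fluorescence (ex 380, em 535 nm) was normalized to free and bound 1-AMA, with concentration-response fitted by a four-parameter Hill equation.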
LDHA inh – blocks human lactate dehydrogenase A. purified LDHA, NADH/diaphorase-resazurin fluorescence; hits give low values. activity change, % (values are at about 110 or 230 µM). 480,000 tested, 0.15% active; in the data active means activity change below about -30%; inconclusive means mostly about -25% to -30%;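 further: plate controls were DMSO wells for no effect and wells without enzyme for full effect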
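Enzyme activity of human lactate dehydrogenase 5 (2 nM; 0.06 mM NADH, 0.2 mM pyruvate, 5 min, RT) is measured via a resazurin/diaphorase fluorescence readout of residual NADH.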
BLM helicase inh – inhibitors of human Bloom syndrome helicase BLM; P54132; recombinant BLM DNA unwinding, fluorescence dequenching; Potency, µM (doses to about 56.1 µM), inactives show top-dose activity change, negative = inhibition, most hits filed as inhibitors; 350,000 tested, 0.2% active;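 further: potency means the concentration at half of the fitted maximal effect; plate controls were vehicle for no effect and no enzyme for full effect; nearly all actives have a fitted effect of over 35% in size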
POLH inh – DNA polymerase eta (human) inhibition; recombinant Pol eta, fluorescent DNA replication assay; AID 588591; Potency, µM (top dose mostly 114 µM), for inactives: top-dose activity change, negative = inhibition, most hits filed as inhibitors; Q9Y253; 390,000 tested, 1.2% active; further: potency means the concentration at half of the fitted maximal effect; on the % scale 0 is the no-effect control and ±100 the full control effect
Target sequence (Q9Y253 whole entry, looked up): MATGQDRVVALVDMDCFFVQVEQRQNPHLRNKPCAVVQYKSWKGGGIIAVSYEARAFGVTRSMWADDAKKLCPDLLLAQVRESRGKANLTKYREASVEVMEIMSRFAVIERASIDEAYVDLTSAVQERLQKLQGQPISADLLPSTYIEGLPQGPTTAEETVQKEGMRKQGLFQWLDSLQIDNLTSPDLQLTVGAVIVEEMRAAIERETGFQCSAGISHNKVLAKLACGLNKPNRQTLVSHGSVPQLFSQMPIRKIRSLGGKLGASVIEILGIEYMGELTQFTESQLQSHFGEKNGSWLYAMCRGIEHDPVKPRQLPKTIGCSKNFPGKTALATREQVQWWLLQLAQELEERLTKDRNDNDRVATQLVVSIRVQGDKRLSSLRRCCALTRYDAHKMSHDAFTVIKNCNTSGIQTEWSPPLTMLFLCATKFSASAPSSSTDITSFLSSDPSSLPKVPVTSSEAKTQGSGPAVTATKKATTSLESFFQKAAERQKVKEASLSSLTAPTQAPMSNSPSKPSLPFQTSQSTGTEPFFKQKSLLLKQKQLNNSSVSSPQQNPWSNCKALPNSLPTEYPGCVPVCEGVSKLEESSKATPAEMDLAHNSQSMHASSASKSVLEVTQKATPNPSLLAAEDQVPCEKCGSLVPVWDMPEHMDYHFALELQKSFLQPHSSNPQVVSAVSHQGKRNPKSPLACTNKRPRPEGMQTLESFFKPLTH
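Pol eta (10 nM) was preincubated with compounds for 15 min at room temperature, after which fluorescent replication substrate (50 nM final) was added to start the reaction. Fluorescence was read kinetically at 0 and 10 min.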
Pol kappa inh – inhibitors of human DNA polymerase kappa. purified Pol kappa, fluorescent DNA synthesis assay, 10 min. Potency, µM (titrated, usually from 107 µM), for inactives: at the top dose activity, negative = inhibition, usual class: inhibitors. 400,000 tested, 0.53% active. Q9UBT6; further: potency means the concentration at half of the fitted maximal effect; on the % scale 0 is the no-effect control and ±100 the full control effect
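10 nM Pol kappa was preincubated with compounds for 15 min at room temperature. Reaction started with 50 nM (final) substrate. Fluorescence read kinetically at 0 and 10 min.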
APEX1 inh – blocks human APE1 abasic DNA cleavage; 350,000 tested, 0.35% active; recombinant APE1, TAMRA/BHQ-2 abasic DNA cleavage fluorescence; Potency, µM (highest dose often 65.8 µM), without a hit: at the top dose activity change, negative = inhibition, most hits filed as inhibitors; P27695;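 further: potency means the concentration at half of the fitted maximal effect; plate controls were vehicle for no effect and reference inhibitor for full effect; nearly all actives have a fitted effect of over 55% in size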
Target sequence (P27695 whole entry, looked up): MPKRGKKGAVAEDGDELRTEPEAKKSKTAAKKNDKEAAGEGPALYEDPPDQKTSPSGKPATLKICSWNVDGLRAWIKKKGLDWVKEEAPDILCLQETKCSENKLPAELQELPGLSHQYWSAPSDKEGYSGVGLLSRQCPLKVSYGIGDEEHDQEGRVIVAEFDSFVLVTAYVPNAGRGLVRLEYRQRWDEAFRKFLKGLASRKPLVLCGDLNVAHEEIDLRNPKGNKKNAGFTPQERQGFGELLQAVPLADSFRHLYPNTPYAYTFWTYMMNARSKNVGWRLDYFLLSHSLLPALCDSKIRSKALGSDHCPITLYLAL
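Endonuclease cleavage of a quenched abasic-site DNA duplex (50 nM) by APE1 (0.75 nM) was tracked by TAMRA dequenching. Compounds were preincubated with enzyme 15 min at room temperature; data normalized to buffer-only and DMSO wells plus NSC13755 control.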
* hit, by the source's call; ? = inconclusive; nt = not tested or not shown; & = joins results of further samples; [ ] = another dose, or the depositor's remark. Unless noted, the call rests on the fitted dose curve; in most records, active means well fitted curve in the direction sought with a large enough effect; inconclusive means small, poorly fitted or top-dose-only effect, or another doubt; inactive means no such curve, though single readings can be large; an effect the other way counts as inactive or inconclusive. An excerpt, so the mix of outcomes need not match the whole.

compound	Pol iota inh	Glioma ERSR ind	Pol beta inh	Apoferritin bind	LDHA inh	BLM helicase inh	POLH inh	Pol kappa inh	APEX1 inh
Cc1ccc(/C=N/NC(=O)CSc2nc3ccccc3n2Cc2ccccc2)o1	4%	-6%	-15%	-13%	2	-7%	-11%	-1%	-3%
COc1ccccc1CCNC(=O)CCCn1nc(C)c2c(C)n(-c3ccc(C)cc3)nc2c1=O	-5%	-1%	-27%	-8%	-3	-1%	-11%	4%	-5%
CCN(CC(=O)NCc1ccc(F)cc1)C(=O)CN1CCN(c2ccc(OC)cc2)CC1	75%[activator]	-1%	-3%	-15%	-25	4%	-16%	7%	-1%
CCc1ccc(C(=O)N/N=C/c2cccc3ccccc23)nc1	30%[activator]	0%	-2%	-14%	-8	2%	-21%	-1%	6%
COc1ccc(-n2c(SCC(=O)N3CCOCC3)nnc2C(C)N2CCCCC2)cc1 (stereo unspecified)	-3%	-1%	-3%	-2%	-8	-2%	17%	-1%	3%
COC(=O)[C@@H](NC(=O)c1cc(COc2cncc(Cl)c2)on1)c1ccccc1	7%	4%	-2%	-15%	2	-3%	-14%	-13%	16%
CCN(c1ccccc1)S(=O)(=O)c1ccc(OC)c(OC)c1	37%	-4%	4%	-11%	-3	-1%	-10%	2%	-10%
CN1CCN(C(=S)NC(=O)c2cccc([N+](=O)[O-])c2)CC1	25%	-3%	21%	-7%	1	-6%	-22%	19%	22%
O=C1C2CC=CCC2C(=O)N1c1ccc(OCC(O)Cn2nnc3ccccc32)cc1 (stereo unspecified)	-11%	-1%	5%	?	1	0%	-13%	-6%	1%
O=C(O)CCSc1nc2ccc(Br)cc2[nH]1	1%	-2%	8%	-8%	-4	0%	-9%	-4%	-2%
COc1ccc2[nH]c(=O)c(CN(CCN(C)C)C(=O)NCc3ccccc3)cc2c1	25%	-4%	-1%	5%	2	4%	-1%	-3%	-2%
O=C(OCCOCCO)c1ccccc1Nc1cccc(C(F)(F)F)c1	nt	-5%	nt	0%[29.3 µM]	nt	-4%[21.4 µM]	nt	8%[12 µM]	4%[21 µM]

Overlap with the part before: 2 compounds, then new ones.
compound	Pol iota inh	Glioma ERSR ind	Pol beta inh	Apoferritin bind	LDHA inh	BLM helicase inh	POLH inh	Pol kappa inh	APEX1 inh
COc1ccc2[nH]c(=O)c(CN(CCN(C)C)C(=O)NCc3ccccc3)cc2c1	25%	-4%	-1%	5%	2	4%	-1%	-3%	-2%
O=C(OCCOCCO)c1ccccc1Nc1cccc(C(F)(F)F)c1	nt	-5%	nt	0%[29.3 µM]	nt	-4%[21.4 µM]	nt	8%[12 µM]	4%[21 µM]
C[C@H](O)[C@H](O)[C@H]1CNc2nc(N)[nH]c(=O)c2N1	-1%	-1%	nt	nt	1	nt	-10%	1%	30%
Cc1cc(NC(=O)c2ccccc2)n(C(C)(C)C)n1	0%	-1%	?	-9%	-8	0%	-4%	-5%	4%
O=C(NNC(=O)C12CC3CC(CC(C3)C1)C2)c1ccccc1[N+](=O)[O-]	3%	-5%	4%	-8%	-9	-6%	-5%	-16%	-9%
Cc1ccc(C(=O)N2CCOCC2)c(F)c1F	8%	-1%	-3%	-1%	-2	3%	-2%	-11%	-6%
CCOC(=O)NC(NC(=S)Nc1ccccc1[N+](=O)[O-])C(Cl)(Cl)Cl (stereo unspecified)	-16%	-2%	-1%	?	-7	-3%	5%	-11%	1%
Cc1ccc(C2CCN(C(=O)Nc3ccc(F)cc3)C2)cc1 (stereo unspecified)	12%	?	32%	-16%	-2	-3%	-9%	4%	-3%
O=c1c2sccc2nc(SCc2ccc([N+](=O)[O-])cc2)n1Cc1ccccn1	8%	-3%	88%	-17%	2	-4%	-2%	-24%	-7%
Cc1nc2cc(NC(=O)CSc3nc4c(C)cccc4cc3C#N)ccc2s1	52%[activator]	-4%	22%	-10%	-9	-4%	14%	-2%	-3%
CCC1COC(c2cccn2Cc2ccc(Cl)cc2)=N1 (stereo unspecified)	68%[activator]	-5%	0%	-20%	-10	2%	-17%	-2%	2%
CCn1c(C)nc2cc(C(=O)NNC(=S)Nc3ccc(F)cc3)ccc21	7%	4%	-10%	6%	-2	-8%	-14%	6%	2%
COc1cc(OC)cc(-c2c(C#Cc3ccsc3)c3cc(-c4ccc(CN5CCOCC5)cc4)ccc3n2C)c1	-6%	-6%	nt	nt	-15	nt	-8%	-6%	-9%
COc1ccc2c(c1)c(=O)oc1cc3oc(C)c(C)c3cc12	nt	nt	25µM*	3%	nt	-16%	nt	nt	?
CCCSc1ccc([C@@H]2[C@H]3C(=O)N(CC)C(=O)[C@H]3[C@]3(C(=O)OC)CCCN23)cc1OC	-30%	-5%	nt	nt	-4	nt	-9%	1%	5%
CCN(CC(=O)NCc1ccc(F)cc1)C(=O)c1ccc(Cl)cc1	26%	-5%	-2%	-4%	-5	-3%	-20%	0%	14%
CCOC(=O)Cn1c(=O)c(F)cn(Cc2ccc(OC)c([N+](=O)[O-])c2)c1=O	44%[activator]	-3%	2%	-15%	-2	0%	-3%	-8%	6%
COc1ccc(N2C(=O)C(O)C2c2ccc(C)cc2)cc1 (stereo unspecified)	32%[activator]	-4%	8%	-4%	-6	1%	-3%	-9%	0%
CCOC(=O)c1ccc(S(=O)(=O)NNc2ccc(C(F)(F)F)cn2)cc1	?	-1%	nt	nt	3	nt	-6%	-8%	13%
O=C(C[n+]1cccc(CNC(=O)c2ccc(OC(F)F)cc2)c1)Nc1cc(C(F)(F)F)ccc1Cl	12%	-1%	10%	-13%	0	-4%	-23%	-15%	0%
Oc1ccc(C[C@H]2CNC(=S)N2CC2CCCN2C[C@H](Cc2ccc(O)cc2)N2C[C@H](Cc3ccc(O)cc3)N(CC3CCCCC3)C2=S)cc1 (stereo partly specified)	11%	1%	nt	nt	-11	nt	-7%	-24%	nt
CCn1c(/C=C/c2c(C)[nH]c3ccccc23)nc2ccccc2c1=O	20%	1%	40%	-1%	-3	-1%	-13%	-9%	4%
NS(=O)(=O)c1cccc(NC(=O)COC(=O)/C=C/c2nc3ccccc3s2)c1	-4%	2%	nt	nt	-10	nt	-16%	-9%	16%
CCOc1ccc(S(=O)(=O)N(C)CC(=O)N2CCN(CC)CC2)cc1	128%[activator]	1%	0%	-1%	-11	0%	-2%	2%	30%[12.4 µM]
Cc1ccc(NC(=O)CSc2nc3ccccc3c(=O)n2Cc2cccs2)cc1	10%	1%	3%	-9%	0	-1%	-8%	-17%	?
COC(=O)C(C)Sc1nnc2cc(C)c3cc(C)cc(C)c3n12 (stereo unspecified)	9%	-5%	3%	60%[activator]	-5	3%	-13%	-10%	nt
Cc1cccc(C(=O)NNC(=S)NC(=O)c2ccccc2)c1	118%[activator]	?	nt	nt	-5	nt	2%	-12%	nt
CCOc1nc(N2CCOCC2)nc(C)c1[N+](=O)[O-]	17%	-4%	17%	5%	-4	-2%	-7%	-9%	1%
COc1ccc(C(=O)CSc2nnc(-c3cccs3)n2-c2ccccc2)cc1	23%	-4%	21%	-13%	-5	-5%	2%	-2%	1%
Cc1ccc(CNc2ncnc3c2cnn3-c2ccc(Cl)cc2)cc1	-4%	-5%	?	4%	-14	-4%	-4%	-6%[60.1 µM]	nt
CCOc1ccc(-c2cc3c(=O)n(Cc4nc(-c5ccc(OCC)c(OC)c5)oc4C)ccn3n2)cc1Cl	7%	-4%	-9%	5%	-18	-2%	-17%	-16%	nt
O=C(COc1ccc(Br)cc1CNCCCN1CCOCC1)Nc1ccccc1	?	-3%	-29%	4%	4	-10%	-12%	-9%	-5%
CSCCC1NC(=O)N(CC(=O)Nc2ccc(N3CCCCC3)cc2)C1=O (stereo unspecified)	12%	1%	24%	-19%	6	-2%	-5%	1%	13%
CCc1ccccc1NC1=NCC(=O)N1C1CCCCC1	21%	2%	5%	-12%	0	-2%	-16%	-8%	-2%
CCC(C)[C@H](NC(=O)N1CCCCCC1)C(=O)OC (stereo partly specified)	14%	1%	1%	9%	-11	-1%	2%	3%	4%
COC(=O)c1ccccc1NC(=O)CSc1nc2ccccc2c(=O)[nH]1	6%	2%	-1%	1%	-5	-3%	4%	-4%	-2%
Clc1cc(Br)ccc1OCCN1CCOCC1	26%	6%	14%	-15%	-19	2%	-2%	-8%	-1%
COc1ccc(CCNC2CCN(C)CC2)cc1OC	-4%	0%	0%	-9%	-1	6%	-15%	0%	-5%
Cc1cccnc1NC(=S)Nc1ncccc1C	0%	-2%	2%	1%	-11	-3%	6%	-15%	-4%
CCOc1ccc(NC(=O)COc2cccc3c2CCN(Cc2cccnc2)C3=O)cc1	-12%	-1%	2%	-8%	4	0%	-16%	-10%	24%
CC12CC3CC(C)(C1)CC(NCc1ccncc1)(C3)C2	114%[activator]	-4%	36%	-4%	1&-4	-4%	-17%	-5%	-3%
O=C(COc1ccc(S(=O)(=O)N2CCOCC2)cc1)NC1CCCCC1	29%	-2%	nt	nt	-5	nt	-19%	-11%	5%
Cn1c(=O)c(C(N)=S)cn(-c2ccccc2)c1=O	26%	-2%	-1%	-5%	-3	2%	-9%	0%[60.1 µM]	20%
Cc1ccn2c(Nc3ccc4c(c3)OCCO4)c(-c3ccc(C)s3)nc2c1	21%	-6%	24%	13%	-1	-7%	-11%	3%	nt

Compound activity (PubChem)
